High-throughput results: PubChem BioAssay, MTDP
RNase H inhibition: RNase H inhibition, HIV 1 Gag Pol polyprotein, FRET biochemical assay, screening (AID 372); actives 0.77% (n = 100,000); HIV-1 RT RNase H, FRET RNA/DNA substrate fluorescence; higher % means a stronger effect; inhibition, % at 10 µM, or IC50 in µM where a hit was titrated; in the data active means inhibition above about 50%
The depositor's hits bear a star.

molecule | RNase H inhibition
NC(=O)Nc1ccc(C23CC4CC(CC(C4)C2)C3)cc1 | 13.0%
Cc1ccc(C(=O)NC(=S)Nc2ccc3oc(-c4cccc(F)c4)nc3c2)cc1C | 6.0%
CCN1C(=O)/C(=C/c2ccccc2OCCOc2ccc(OC)cc2)SC1=S | 12.0%
O=C(O)c1sc2ccccc2c1Cl | 7.0%
CCC1=NN2C(=N)/C(=C/c3ccc(OC)c(OC)c3)C(=O)N=C2S1 | 5.0%
CN(C)c1ccc(/C=C(\C#N)c2nc(-c3ccc(Cl)cc3)cs2)cc1 | 0.0%
Cc1ccc(OCC(=O)Nc2ncc(S(=O)(=O)c3ccc([N+](=O)[O-])cc3)s2)c(C(C)(C)C)c1 | 14.0%
Cc1ccc(NC(=O)c2ccc(-c3ccc(Cl)cc3Cl)o2)c([N+](=O)[O-])c1 | 6.0%
CC1(C(=O)NCc2cccnc2)CC2c3ccccc3C1c1ccccc12 (centres undefined) | 2.0%
O=C(NC(=S)Nc1ccc(Cl)c(Cl)c1)c1ccc(Cl)cc1 | 13.0%
COc1ccc(Br)cc1C1C(C#N)=C(N)Oc2cc(C)oc(=O)c21 (centres undefined) | 0.0%
O=c1/c(=C/c2ccc(-c3ccccc3)o2)sc2nc3ccccc3n12 | 9.0%
Cc1cc(NCCO)n2c(nc3ccccc32)c1C#N | 0.0%
Cc1ccc(-c2cc(C(F)(F)F)n3nc(C(=O)N4CCCCCC4)cc3n2)cc1 | 4.0%
CCC(=O)c1ccc(N2CCN(C(=O)c3ccc(F)cc3)CC2)c(F)c1 | 3.0%
COC(=O)c1cc(NC(=O)c2cc3ccccc3oc2=O)cc(C(=O)OC)c1 | 8.0%
COc1ccc(OC)c(NC(=O)COc2ccc(Br)cc2Cl)c1 | 0.0%
O=C(CSc1nc2ccccc2n1Cc1ccccc1)N/N=C/c1ccccc1Br | 19.0%
COc1ccc(C(=O)N/C(=C\c2ccc(-c3cccc([N+](=O)[O-])c3)o2)C(=O)NCCN2CCOCC2)cc1 | 8.0%
CCCC(C)NC(=O)c1ccc(Cl)c([N+](=O)[O-])c1 (centres undefined) | 15.0%
O=C(NNc1nc(-c2ccccc2)cc(-c2ccc(F)cc2)n1)c1ccc(Cl)cc1Cl | 0.0%
COc1ccccc1OCCNC(=O)c1ccc(F)c2ccccc12 | 0.0%
COc1ccc(N2C(=O)NC(=O)/C(=C\c3ccc(N4CCCC4)o3)C2=O)cc1 | 6.0%
O=C1NC(=S)N(c2ccccc2F)C(=O)/C1=C/c1cccn1-c1ccccc1 | 8.0%
O=C(O)c1ccc(C(=O)c2ccccc2)o1 | 9.0%
O=C(Nc1cccc(Cl)c1)Nc1nnc(COc2ccc(F)cc2)s1 | 13.0%
CCCCOc1ccc(/C=N/Nc2nc(-c3ccccc3)cc(-c3ccc(Br)cc3)n2)cc1 | 12.0%
CCOC(=O)c1ccc(NC(=O)c2cccc([N+](=O)[O-])c2C)cc1 | 7.0%
O=C(OCC(F)(F)C(F)F)c1ccc2ccccc2c1 | 10.0%
NCCNc1ccc(C(=O)Nc2cccc(Cl)c2)cc1[N+](=O)[O-] | 13.0%

The list goes on (3 carried over from the part before).
molecule | RNase H inhibition
CCOC(=O)c1ccc(NC(=O)c2cccc([N+](=O)[O-])c2C)cc1 | 7.0%
O=C(OCC(F)(F)C(F)F)c1ccc2ccccc2c1 | 10.0%
NCCNc1ccc(C(=O)Nc2cccc(Cl)c2)cc1[N+](=O)[O-] | 13.0%
CCc1ccc(/C=C2/SC(=S)N(CC(=O)Nc3nc4ccccc4s3)C2=O)cc1 | 29.0%
O=[N+]([O-])c1cccc(-c2nnc(-c3ccccc3I)o2)c1 | 10.0%
CCOC(=O)/C(C#N)=C\c1ccc(/C=C(\C#N)C(=O)OCC)cc1 | 10.0%
CCOc1ccc(N2C(=O)c3ccc(F)cc3C2=O)cc1 | 16.0%
CCOc1ccccc1N(CC(=O)NC1CCCC1)S(=O)(=O)c1ccccc1 | 7.0%
O=C(NCc1ccc(Cl)cc1)C(=O)Nc1cccc2ccccc12 | 16.0%
CCCN1C(=O)c2ccccc2NC1c1ccc(O)c(OC)c1 (centres undefined) | 0.0%
Cc1nc2c(cnn2-c2ccccc2)c(=O)n1-c1ccc(Cl)cc1 | 0.0%
O=C(/C=C/c1cccc([N+](=O)[O-])c1)Nc1ccc(Cl)cc1 | 5.0%
O=C1NC(=S)S/C1=C/c1cc(Br)ccc1O | 24.0%
O=C1NN(c2ccc(F)cc2)C(=O)/C1=C\c1ccc(F)cc1 | 13.0%
CC1=CC(C)(C)N(S(=O)(=O)c2ccc(C)cc2)c2cc(C)ccc21 | 12.0%
COc1cccc2cc(-c3csc(Nc4ccc(C(C)=O)cc4)n3)c(=O)oc12 | 14.0%
N#C/C(=C/c1ccccc1)C(=O)Nc1ccccc1Cl | 2.0%
Oc1c(Cl)cc(Cl)cc1/C=N/Nc1nc2ccccc2[nH]1 | 9.0%
COC(=O)C1=C(C)N(C)C(C)=C(C(=O)OC)C1c1cc(Br)ccc1OC | 14.0%
CCN(CC)S(=O)(=O)c1cc(S(=O)(=O)N(CC)CC)c(C)cc1C | 7.0%
COCC(=O)Nc1ccc(OC)c(Cl)c1 | 7.0%
COc1ccc(-c2cc(-c3ccc(OC)cc3)c(C#N)c(SCC(=O)c3ccc(C)cc3)n2)cc1 | 17.0%
O=[N+]([O-])c1cccc(S(=O)(=O)Nc2ccc(Cl)c(Cl)c2)c1 | 3.0%
COc1ccc(CCNC(=O)c2ccc(Cl)c(Cl)c2)cc1OC | 0.0%
Cc1ccc(-c2csc(NC(=O)c3ccc([N+](=O)[O-])cc3Cl)n2)cc1 | 8.0%
CCN1C(=O)/C(=C\c2ccccc2OCCOc2cccc(OC)c2)SC1=S | 14.0%
O=C1c2ccccc2NC(c2ccc(O)cc2)N1c1ccc(Cl)cc1 (centres undefined) | 15.0%
CCOC(=O)C1=C(O)/C(=C/c2ccc(O)cc2)SC1=Nc1ccc(Cl)cc1 | 28.0%
Cc1c(C(=S)Nc2ccccc2)cnn1-c1ccc(Br)cc1 | 11.0%
CC(=O)c1cccc(N2C(=O)C3C4C=CC(C5CC45)C3C2=O)c1 (centres undefined) | 7.0%
O=C1C(=O)N(CC2CCCO2)C(c2ccc(Cl)cc2)/C1=C(/O)c1ccccc1 (centres undefined) | 0.0%
COc1ccc(S(=O)(=O)N=C2C=CC(=NS(=O)(=O)c3ccc(OC)cc3)C=C2)cc1 | 28.0%
COc1ccc(NC(=O)Nc2ccc(F)cc2)cc1 | 1.0%
COC(=O)COc1c(I)cc(/C=C2\C(=O)NC(=O)N(c3cc(C)cc(C)c3)C2=O)cc1OC | 4.0%
O=C(Nc1ccc(Cl)cc1C(O)c1ccccc1)c1cnn2c1NC(c1ccccc1)CC2C(F)(F)F (centres undefined) | 16.0%
COc1ccc(/C=N/Nc2nnc(-c3ccccc3)c(-c3ccccc3)n2)cc1OC | 7.0%
CCCOc1ccc(/C=C2\SC(N)=NC2=O)cc1OC | 19.0%
COc1ccc(OC)c(N=C(C)C2=C(O)CSC2=O)c1 | 5.0%
Cc1ccc(NC(=O)c2ccc(-c3ccc(Cl)cc3)o2)cc1-c1nc2ncccc2o1 | 1.0%
COc1ccc(C2CC(=O)C3=C(C2)NC(C)=C(C#N)C3c2ccc(Cl)c(Cl)c2)cc1 (centres undefined) | 21.0%
COc1ccc(/C=C/C(=O)c2ccc3c(c2)OCCO3)cc1OC | 2.0%
COc1ccccc1NC(=O)c1cccc(S(=O)(=O)N2CCOCC2)c1 | 9.0%
O=C(COC(=O)C1CC(=O)N(c2ccc(Cl)cc2)C1)c1ccccc1 (centres undefined) | 0.0%
COc1cc(OC)c([N+](=O)[O-])cc1/C=N/n1cnnc1 | 15.0%
NC1=NC(=O)/C(=C/c2ccc(OS(=O)(=O)c3cccc([N+](=O)[O-])c3)cc2)S1 | 25.0%
COc1ccc(-c2csc(/C(C#N)=C\c3sccc3C)n2)cc1 | 29.0%
Oc1c(C=C2N=c3ccccc3=N2)sc(=S)n1-c1cccc(C(F)(F)F)c1 | 20.0%
O=c1cc(C(F)F)oc2ccc(Cl)cc12 | 7.0%
CC(=O)c1cccc(NC(=O)C(Cc2ccccc2)N2C(=O)c3ccccc3C2=O)c1 (centres undefined) | 10.0%
CCOc1ccc(Cc2c(O)nc(SC)n(-c3ccccc3)c2=O)cc1 | 0.0%
Nc1ccc(S(=O)(=O)N2CCCCC2)cc1 | 7.0%
CC(=O)N1N=C(C)CC1(O)c1cccnc1 (centres undefined) | 2.0%
N#C/C(=C\c1ccc(-c2cc(Cl)ccc2Cl)o1)C(=O)Nc1sc2c(c1C(N)=O)CCCC2 | 9.0%
O=C1CCCC2=C1C(c1ccc(Cl)cc1)C1C(=O)c3ccccc3C1=N2 (centres undefined) | 18.0%
CCN(CC)C(=O)C(=O)N/N=C/c1ccco1 | 5.0%
O=c1[nH]cc(N=Cc2cc(Br)ccc2O)c(=O)[nH]1 | 11.0%
CCc1ccc(NC(=O)c2ccc(C)c([N+](=O)[O-])c2)cc1 | 3.0%
COc1ccc(C2NC(=S)NC(C)=C2C(=O)Nc2cccc(Cl)c2)cc1OC (centres undefined) | 0.0%
CC(C)CC(=O)N1CCN(S(=O)(=O)c2ccc(Cl)cc2)CC1 | 0.0%
CCOC(=O)c1c[nH]c2c(OCC)cccc2c1=O | 3.0%
CCc1ccc(CN2CCN(Cc3ccc(OC)cc3OC)CC2)cc1 | 7.0%
COc1ccc(NC(=O)C2CCCN(Cc3ccccc3)C2)cc1OCC(C)C (centres undefined) | 4.0%
O=C(/C=C/c1ccc2c(c1)OCO2)Nc1ccccn1 | 6.0%

Two entries from above in another layout:
O=c1[nH]cc(N=Cc2cc(Br)ccc2O)c(=O)[nH]1
  RNase H inhibition = 11.0%

CCc1ccc(NC(=O)c2ccc(C)c([N+](=O)[O-])c2)cc1
  RNase H inhibition = 3.0%

The list goes on.
molecule | RNase H inhibition
CCN(CC)c1ccc(-n2c(O)c(C3=c4ccccc4=NC3=O)sc2=S)cc1 | 50.0%*
O=C(/C=C/c1ccc(-c2cccc(Cl)c2Cl)o1)c1cccs1 | 34.0%
Cc1c(NC(=O)CCN2C(=O)S/C(=C\c3ccccc3)C2=O)c(=O)n(-c2ccccc2)n1C | 0.0%
Cc1ccc(/C=C2/SC(=S)N(CCC(=O)N3CCC(C)CC3)C2=O)cc1 | 0.0%
CC(C)(C)OC(=O)COc1cc2oc(=O)cc(-c3ccccc3)c2cc1Cl | 12.0%
Cc1cc(/C=N/NC(=O)CC#N)c(C)n1-c1ccc(F)cc1 | 3.0%
Cc1ccc(O)c(C(=O)CC(=O)c2ccc(Br)cc2)c1 | 0.0%
N#Cc1ccc(N=Cc2cc([N+](=O)[O-])ccc2O)cc1 | 0.0%
COc1ccc2c(c1OC)C(=O)N(c1ccc(I)cc1)C2 | 22.0%
O=C(NCc1cccc2ccccc12)c1ccccc1C(F)(F)F | 8.0%
COc1ccc(CN2CCN(C(=O)c3ccco3)CC2)cc1OC | 6.0%
Cc1ccc2oc(-c3cc(NC(=O)c4cccnc4)ccc3O)nc2c1 | 22.0%
CCOC(=O)c1ccc(N/C=C/C(=O)c2cccs2)cc1 | 0.0%
Cc1ccc(/C=C2/SC(=O)N(c3ccccc3)C2=O)cc1 | 8.0%
COc1ccc(C2CC(=O)C3=C(C2)NC(C)=C(C(=O)OC(C)C)C3c2cc3c(cc2Br)OCO3)cc1 (centres undefined) | 3.0%
O=C1CCCC2=C1C(c1ccccc1)C=C(c1ccccc1)S2 (centres undefined) | 18.0%
CC(C)c1cc(C(C)C)c(S(=O)(=O)NCCc2ccc(S(N)(=O)=O)cc2)c(C(C)C)c1 | 4.0%
Cc1onc(-c2ccccc2Cl)c1C(=O)Nc1sc(C)c(C)c1C(=O)OC(C)C | 24.0%
O=C(CN1CCCCCCC1)N/N=C/c1ccc(F)cc1F | 4.0%
CCOc1ccccc1NC(=O)CCCN1C(=O)/C(=C/c2ccccc2Cl)SC1=S | 14.0%
CCOc1ccccc1Nc1nc(-c2sc(NC(=O)CC)nc2C)cs1 | 30.0%
Cc1ccc(C(=O)NC(=S)Nc2ccc(O)c(-c3nc4ccccc4s3)c2)cc1 | 37.0%
Clc1ccccc1-c1nc(Nc2ccc(Br)cc2)nc2ccc(Br)cc12 | 11.0%
O=C(Nc1nc(-c2ccccc2)cs1)c1ccncc1 | 15.0%
O=C(CN1CCSCC1)N/N=C/c1ccc(Cl)cc1 | 0.0%
O=C1C(=O)N(c2ccccc2)C(c2ccc(F)cc2)/C1=C(/O)c1ccccn1 (centres undefined) | 19.0%
Cc1onc(-c2ccccc2Cl)c1C(=O)Nc1ccc(Oc2ccccc2)cc1 | 1.0%
COC(=O)c1cccc(NC(=O)COc2ccc(Br)c(C)c2)c1 | 3.0%
COc1ccc(N2C(=O)CC(Sc3nc4ccccc4s3)C2=O)cc1 (centres undefined) | 0.0%
COC(=O)c1ccccc1NC(=O)CN(c1cc(OC)ccc1OC)S(C)(=O)=O | 5.0%
O=C(N/N=C/c1ccc(Cl)cc1Cl)c1ccccc1Cl | 5.0%
Cc1ccc(NC(=S)NC(=O)c2ccccc2)cc1Cl | 7.0%
CCN(CC)c1ccc(NC(=O)COc2ccc(C(C)(C)C)cc2)cc1 | 27.0%
Clc1cccc(Cl)c1OCCCN1CCCC1 | 7.0%
COC(=O)c1cc(C)sc1NC(=O)C1(C)CC1(Br)Br (centres undefined) | 20.0%
COc1cccc(NC(=O)/C=C/c2ccc(OC)c(Br)c2)c1 | 15.0%
CCc1ccccc1OCCCCN1CCOCC1 | 12.0%
Cn1cccc1CN1CCN(C(=O)c2ccc(F)cc2)CC1 | 6.0%
CCCCCCCC(=O)NNC(=O)c1ccccc1F | 15.0%
O=c1oc(-c2ccccc2Cl)nc2ccc(-c3ccc4nc(-c5ccccc5Cl)oc(=O)c4c3)cc12 | 0.0%
CC(NC(=O)C1CC(=O)N(c2ccc(Br)cc2)C1)c1ccccc1 (centres undefined) | 9.0%
O=C(N/N=C/c1cccc(O)c1O)c1ccccc1I | 47.0%

An excerpt; rates above refer to the full screens.
